GRK2 aptamer HTS: inhibitors of human GRK2 displacing RNA aptamer | inhibition of aptamer binding, % at 10 µM | P25098 | actives 0.59% (n = 330,000) | bead flow cytometry, FAM-aptamer displacement from GRK2;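 active means inhibition of aptamer binding above 40%, roughly 3 SD of noise, on plates passing a quality check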;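 further: median bead fluorescence of bound FAM aptamer so fluorescent compounds give negative values; no value below 0 was filed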
CTSL1 counter: cathepsin L1 inhibition, PFM18AAP counter-screen; recombinant F. hepatica cathepsin L1, Z-Leu-Arg-MCA fluorescence; inhibition, % at 5.96 µM; actives 0.49% (n = 300,000); AID 1906;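 active means inhibition above the mean of all tested compounds plus 3 SD, set per screening campaign, cut at about 17% in these data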;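 further: 0% = plate median of test compound wells and 100% = 1 µM Z-Phe-Ala-diazomethylketone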
procasp3 activ: activates human procaspase-3; P42574; recombinant procaspase-3 D3A, Ac-DEVD-pNA absorbance 405 nm; activation, % at 8.5 µM; actives 0.11% (n = 330,000); AID 463141;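 active means activation above the mean of all tested compounds plus 3 SD, cut at about 21% in these data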;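 further: 0% = DMSO alone and 100% = DMSO wells spiked with extra 5 µM PC-3 D3A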
Target sequence (P42574 whole entry D9A/D28A/D175A): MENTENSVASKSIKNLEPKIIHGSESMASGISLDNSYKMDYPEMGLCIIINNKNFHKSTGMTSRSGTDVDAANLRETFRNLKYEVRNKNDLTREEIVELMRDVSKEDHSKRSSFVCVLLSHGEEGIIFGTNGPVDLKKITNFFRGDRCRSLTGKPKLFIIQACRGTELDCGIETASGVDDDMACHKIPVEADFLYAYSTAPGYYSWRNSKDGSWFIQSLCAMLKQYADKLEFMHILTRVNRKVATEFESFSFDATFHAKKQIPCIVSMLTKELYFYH
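Evaluation: percent activation relative to control range; Material: Procaspase-3 D3A mutant, all three cleavage aspartates alanine; Compound: single dose, 8.5 µM nominal compound, 0.8% DMSO; Replication: one well per compound; Signal: absorbance at 405 nm, 0 and 120 min; Schedule: 1 h preincubation plus 2 h reaction at 25 °C.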
PP5 inh: PP5 (human) phosphatase inhibition; P53041; purified PP5c, OMFP substrate fluorescence; inhibition, % at 6.7 µM; actives 0.18% (n = 320,000); AID 1987;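 active means inhibition above the campaign's mean inhibition across all tested compounds plus 3 SD, cut at about 9.5% in these data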;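 further: 0% = DMSO only and 100% = 100 µM cantharidin control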
Target sequence (P53041 whole entry, looked up): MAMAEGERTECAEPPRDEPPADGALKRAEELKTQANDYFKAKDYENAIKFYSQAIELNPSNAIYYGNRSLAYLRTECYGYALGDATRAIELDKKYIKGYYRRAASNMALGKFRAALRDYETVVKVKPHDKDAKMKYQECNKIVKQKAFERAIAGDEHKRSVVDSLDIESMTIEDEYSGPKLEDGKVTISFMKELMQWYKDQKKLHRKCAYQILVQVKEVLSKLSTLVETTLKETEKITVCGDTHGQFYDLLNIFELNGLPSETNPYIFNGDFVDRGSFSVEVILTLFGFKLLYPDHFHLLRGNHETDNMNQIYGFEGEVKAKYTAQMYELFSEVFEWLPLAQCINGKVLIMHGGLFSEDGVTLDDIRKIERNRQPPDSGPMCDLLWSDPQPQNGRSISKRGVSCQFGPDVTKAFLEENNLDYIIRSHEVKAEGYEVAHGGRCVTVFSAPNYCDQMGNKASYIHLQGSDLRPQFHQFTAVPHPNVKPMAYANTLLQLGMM
VLA-4 inh: inhibition in a human VLA-4 binding assay; P13612; inhibition, % (about 7 µM as worked out from the volumes in the protocol); actives 0.2% (n = 330,000); VLA-4 expressing cells, ligand binding flow cytometry; in the data active means inhibition above about 50%
core dimer inh: blocks dimerization of HCV core protein; TR-FRET GST/Flag-core106 dimerization, 1536-well; inhibition, % at 5 µM; actives 0.33% (n = 300,000); AID 1899;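 active means inhibition above the mean of all tested compounds plus 3 SD, set per screening campaign, cut at about 45% in these data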
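Test system: GST/Flag-tagged HCV core106 proteins; Medium: KF-containing HEPES buffer, pH 7.45, DTT, CHAPS, BSA; Times: compound-protein-antibody incubation 4 h at 22.5 °C; Detection: TR-FRET 671 and 617 nm emission; Benchmarks: wells lacking GST-core106 and wells with excess unlabelled core106.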
GASC-1 inh: inhibitors of human GASC-1 (JMJD2C) demethylase; Q9H3R0; GST-JMJD2C(1-420) H3K9me3 demethylation, DELFIA europium; inhibition, % at 2.35 µM; actives 0.069% (n = 330,000);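 active means more than half of a compound's replicate wells show inhibition beyond 50%, single wells judged on their own value; inconclusive means some, but no more than half, of replicates pass 50% inhibition; inactive means no replicate passes 50% inhibition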;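 further: signal counts dimethyl H3K9 product captured on neutravidin plate; 0% = median of DMSO wells and 100% = 0.3 times that DMSO median; strong numbers were not always called active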
procasp7 counter: counter-screen for procaspase-3 activators: activators of human procaspase-7; recombinant procaspase-7, Ac-DEVD-pNA absorbance 405 nm; D23A/D198A/D206A triple mutant, cannot self-cleave; scale: DMSO 0, 5 µM enzyme 100; activation, % at 8.5 µM; actives 0.093% (n = 330,000); P55210;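 active means percent activation above the screen-wide mean plus 3 SD, cut at about 25% in these data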
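System: Uncleavable procaspase-7 mutant enzyme; Amount: 2 µM procaspase-7 mutant as dispensed; Schedule: 1 h compound preincubation, 2 h substrate cleavage, 25 °C; Measured by: 405 nm absorbance of p-nitroaniline; Evaluation: percent activation from buffer-corrected 0–120 min absorbance change; Control set: low DMSO alone, high DMSO plus 5 µM PC-7.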
PP1 counter: blocks human PP1-alpha phosphatase, a PP5 counter-screen; P62136; purified PP1alpha, OMFP fluorescence; inhibition, % at 6.7 µM; actives 0.9% (n = 320,000); AID 2235;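 active means inhibition above the mean inhibition of all tested compounds plus 3 SD, computed separately for each screening campaign, cut at about 15% in these data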
Target sequence (P62136 whole entry, looked up): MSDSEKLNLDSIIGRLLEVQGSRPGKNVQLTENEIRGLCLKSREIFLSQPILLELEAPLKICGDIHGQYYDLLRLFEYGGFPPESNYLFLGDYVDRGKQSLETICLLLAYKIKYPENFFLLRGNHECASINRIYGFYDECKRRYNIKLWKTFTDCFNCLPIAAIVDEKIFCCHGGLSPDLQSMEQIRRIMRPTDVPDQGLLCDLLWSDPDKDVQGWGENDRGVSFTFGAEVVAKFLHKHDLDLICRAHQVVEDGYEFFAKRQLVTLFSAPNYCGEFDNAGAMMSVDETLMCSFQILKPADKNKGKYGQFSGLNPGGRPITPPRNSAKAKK
* = called active by the depositor; ? = inconclusive; . = no result given.

SMILES	GRK2 aptamer HTS	CTSL1 counter	procasp3 activ	PP5 inh	VLA-4 inh	core dimer inh	GASC-1 inh	procasp7 counter	PP1 counter
CC1CCc2c(C(=O)NCC3CCCO3)csc2C1 (centres undefined)	0	-3	3	-1.8	9	2	5	0	3
CCC(C)Sc1ccc([C@H]2N[C@@](CC(C)C)(C(=O)OC)[C@H]3C(=O)N(CC)C(=O)[C@@H]23)cc1 (some centres undefined)	0	3	-5	4.2	-102	6	?	2	-1
CC1C(c2ccccc2)N(C)C(c2ccccc2)C(C)C1(O)C#Cc1ccccc1 (centres undefined)	25	-3	-3	0.9	2	10	.	6	-1
CCn1c(CSc2ncccn2)nnc1SCC(=O)N1CCCCC1	0	-4	-3	-1.9	0	2	-17	-6	-1
O=S(=O)(NCc1ccccn1)c1ccccc1	0	-4	-7	-3.1	11	1	-3	4	6
CCOc1ccc(C(=O)COC(=O)C2CCN(c3ccc(C(F)(F)F)cn3)CC2)cc1	0	-6	-2	-4.0	3	0	3	4	0
CC(C)N1CCN(Cc2ccncc2)CC1CCO (centres undefined)	1	2	6	-1.5	18	-4	3	-2	-8
CCCn1c(N)c(N(CCOC)C(=O)c2ccc(C#N)cc2)c(=O)[nH]c1=O	9	0	7	1.5	12	5	3	2	-5
COC(=O)c1c(F)c(F)c(NCCO)c(F)c1F	1	-1	4	1.5	2	-2	0	11	-4
O=C(NNC(=O)c1ccccc1F)c1cccc(Cl)c1	0	-1	0	0.6	10	-3	0	3	-1
CC(Sc1ccccc1F)C(=O)Nc1ccc2c(c1)OCCO2 (centres undefined)	1	.	7	.	11	.	-5	-2	.
O=C(c1ccccc1)c1ccccn1	4	-3	9	2.6	9	-2	1	-1	-5
CCn1nc(C(=O)OCC(=O)c2c[nH]c3ccccc23)c2ccccc2c1=O	13	1	-8	2.3	-46	5	2	4	1
COc1ccc(S(=O)(=O)Nc2cccc3c2O[C@H](CN(C)S(=O)(=O)c2ccc(F)cc2)[C@H](C)CN([C@H](C)CO)C3=O)cc1	5	.	6	.	-13	.	2	7	.
CC(CC(=O)NNC(=O)c1ccncc1)c1ccccc1 (centres undefined)	1	-4	-5	-2.1	1	0	-12	-8	3
Cc1ccc(NC2CCCN(C(=O)CCC3(C)CC3)C2)cc1C (centres undefined)	2	-4	-1	-2.1	10	-2	1	4	-3
Cc1ccccc1NS(=O)(=O)c1cc(S(C)(=O)=O)ccc1C	1	-5	1	-0.9	-1	-7	-1	6	0
O=C(Nn1cnnc1)c1cc(Cl)ccc1Cl	1	-3	7	-0.6	13	-8	7	7	0
COc1ccc(OC)c(CN2CCCC(CO)C2)c1 (centres undefined)	2	-4	7	1.2	42	0	10	1	-2
COC(=O)c1ccc(OCC(=O)c2ccccc2OC)cc1	1	-1	5	1.3	9	5	0	1	-8
O=C(Nc1ccccc1C(=O)O)c1cc(S(=O)(=O)NCc2ccccc2)ccc1Cl	0	1	-4	0.3	-3	14	17	5	1
Cc1cc(C(F)(F)F)c(C#N)c(Sc2ccccc2)n1	4	3	0	2.8	1	-1	3	3	-3
CC1=CC(C)(C)N(C(=O)CCl)c2ccccc21	1	0	5	2.6	4	-7	-38	-6	0
COc1ccc(C(=O)Nc2nc3nccc(-c4ccccc4)n3n2)cc1	0	2	-11	0.9	6	-9	2	5	-4
COc1ccc(/C=C2\N=C(SC)SC2=O)cc1OC	0	3	-12	1.3	5	-2	6	1	-6
The listing continues:
SMILES	GRK2 aptamer HTS	CTSL1 counter	procasp3 activ	PP5 inh	VLA-4 inh	core dimer inh	GASC-1 inh	procasp7 counter	PP1 counter
CC1CCCC(NC(=O)COC(=O)/C=C/c2ccco2)C1C (centres undefined)	19	.	1	1.4	19	.	13	5	-1
COc1ccc(/C=C2\SC(=S)N(CCC(=O)N3CCCCC3CCO)C2=O)cc1 (centres undefined)	0	1	-2	-1.3	-2	5	-40	7	5
O=C(/C=C/c1cccs1)c1ccc(NC(=O)c2ccccc2F)cc1	4	1	2	1.2	4	7	-10	9	3
C/C(=N\NC(=O)COc1cccc(Cl)c1)c1ccc2c(c1)OCCO2	0	1	8	1.7	15	-5	7	4	-4
Cc1[nH]c2c(C)cccc2c(=O)c1CN1CCCCCC1	0	-2	-1	-0.9	1	-2	-4	-1	-2
Nc1nnc(SCCN2C(=O)c3ccccc3C2=O)s1	0	-3	-8	1.9	-14	-1	0	-13	-5
Cc1cc(NC(=O)c2cc(S(=O)(=O)N3CCCCC3)ccc2C)no1	4	.	2	.	7	.	28	0	.
O=C(COC(=O)c1ccccc1C(=O)c1ccccc1)c1ccco1	0	2	-1	2.3	5	-4	1	9	-1
Cc1cc(=O)oc2cc(OCC(=O)OCC(=O)NC3CC3)ccc12	2	-8	3	2.7	11	1	19	3	-1
Cc1ccc2nc(/C(C#N)=C/c3ccccc3C(=O)O)[nH]c2c1	3	-2	-3	-1.2	1	9	1	-7	-1
CC(C)(C)NC(=O)CSc1nnc(-c2c[nH]c3ccccc23)o1	5	13	1	-1.6	-17	-9	7	-3	-4
CCc1c(C)[nH]c2c1C(=O)C(CN1CCOCC1)CC2 (centres undefined)	18	-4	-4	-1.0	34	1	1	4	-1
Cc1cc(NC(=O)CSc2ccc(-c3nc4cc(C)c(C)cc4[nH]3)cn2)no1	5	14	-1	-0.8	0	8	-5	-3	5
O=c1cc(-c2ccccc2)[nH]c2cc(Cl)ccc12	0	2	-2	-0.4	-5	-7	11	-10	-3
COc1ccc(Nc2nc(N3CCCCC3)nc(N3CCCCC3)n2)c(OC)c1	0	-1	4	2.0	-6	-7	-7	7	-6
COC(=O)CCCCCCCCC(O)CN(C)C (centres undefined)	0	8	5	-1.1	-10	2	3	-9	2
CC1(C)N=C(N)N=C(N)N1c1ccc(F)cc1F	0	0	2	0.1	3	-4	12	7	1
COc1cccc(NC(=O)[C@H](C)NC(=O)C2CCN(S(=O)(=O)c3ccc(C)cc3)CC2)c1	0	-2	9	-1.7	6	1	-2	1	-2
CCN(CCO)Cc1csc2cc(C)ccc12	1	-2	-1	2.5	5	5	6	0	-1
O=C(COc1ccc(Cl)cc1Br)NCC(c1ccco1)N1CCCC1 (centres undefined)	0	.	6	-1.1	1	.	7	-6	2
Cc1ccc(N2C(=O)CC(Sc3ccccc3C(=O)O)C2=O)cc1 (centres undefined)	1	-2	-25	-0.8	9	-2	-2	-29	-2
Cn1nnnc1Sc1ncnc2scc(-c3ccc(F)cc3)c12	0	0	0	0.3	-7	16	-21	-3	1
CN1CCOc2ccc(S(=O)(=O)NCCc3ccc(Cl)cc3)cc21	0	1	3	0.9	14	3	0	0	0
O=C(CCN1C(=O)c2ccccc2C1=O)Nc1ccccc1C(=O)N1CCOCC1	1	5	-5	0.8	5	-8	-3	-14	-1
CCOC(=O)N1CCN(S(=O)(=O)c2ccc(F)c(C(=O)Nc3cccc(C)c3C)c2)CC1	0	0	4	1.9	7	6	3	-6	3
Carrying on:
SMILES	GRK2 aptamer HTS	CTSL1 counter	procasp3 activ	PP5 inh	VLA-4 inh	core dimer inh	GASC-1 inh	procasp7 counter	PP1 counter
CCOc1cc(C(=O)OCC(=O)Nc2ccc(SC(F)F)cc2)cc(OCC)c1OCC	3	-4	-7	7.9	3	-1	5	1	1
COCCCNc1nc2nonc2nc1N1CCC(C(C)N2CCOCC2)CC1 (centres undefined)	0	5	2	0.2	4	-4	-10	4	-2
CN1CCN(C(=S)C(=O)Nc2ccccc2)CC1	0	0	2	1.9	-4	-3	14	0	-1
Cc1ccc(NC(=O)c2cc([N+](=O)[O-])ccc2N2CCOCC2)cc1S(=O)(=O)N1CCOCC1	0	4	-5	3.3	12	6	-1	0	-1
COc1ccc(NS(=O)(=O)c2cccc(C(=O)NCC(c3ccc(OC)cc3)N3CCOCC3)c2)cc1 (centres undefined)	3	3	3	0.0	12	1	4	8	1
Cc1c(C(=O)N2CCCCC2)c(S(=O)(=O)Nc2ccc(F)cc2F)c(C)n1C	5	0	10	0.7	5	-1	40	-2	-1
Fc1cccc(Nc2ncnc3sccc23)c1	0	-2	-3	3.8	4	-2	-3	-4	3
COc1ccc(C(C[N+](=O)[O-])c2c(C)[nH]n(-c3ccccc3)c2=O)cc1 (centres undefined)	2	98*	-6	9.1	27	3	7	2	0
O=C(COc1cccc(Cl)c1)Nc1cc(S(=O)(=O)N2CCOCC2)ccc1N1CCOCC1	0	2	7	1.4	-2	3	7	5	-4
O=C(O)c1ccc(NS(=O)(=O)c2cccc3nsnc23)cc1	0	-3	-2	0.2	-12	-8	?	-5	1
CC(C)Nc1nnc(SCC(=O)/C=C2\N(C)c3ccccc3C2(C)C)s1	0	1	0	1.2	-44	0	-10	-7	0
O=C(O)C1CCCN(S(=O)(=O)c2ccc(F)cc2)C1 (centres undefined)	4	-4	-5	2.6	13	-5	15	7	1
COc1ccc(NC(=O)c2cc3c(Cl)nc4ccccc4c3s2)cc1OC	1	-1	-1	0.1	9	4	0	3	-1
CCCCNC(=O)CC1NCCNC1=O (centres undefined)	0	0	3	1.5	-2	1	-10	3	-4
COc1ccc(C2c3[nH]c4ccccc4c3CCN2C(=O)c2ccccc2C(C)=O)c(F)c1 (centres undefined)	0	-4	-2	4.4	19	16	.	3	0
COP(=O)(OC)C(NC(=O)Nc1ccccc1)c1ccccc1 (centres undefined)	0	0	4	-2.4	3	2	4	-1	-3
O=S(=O)(N1CCOCC1)N1CCCN(S(=O)(=O)N2CCOCC2)CC1	3	1	1	-1.8	10	-12	5	3	-2
OCC1(CCCc2ccccc2)CCN(C2CCSCC2)CC1	0	-3	-3	-0.4	12	-10	11	6	-1
O=C(Cc1ccc(Cl)cc1Cl)NC1CCCCCC1	1	1	8	0.9	23	-3	5	5	0
COc1ccc(-c2csc(Nc3ncccc3C)n2)cc1OC	3	1	0	0.7	10	-3	-7	0	0
Cc1cccc(NC(=O)c2cc(S(=O)(=O)N3CCCCC3)c[nH]2)c1C	0	2	8	0.6	14	3	-30	1	-5
CCCc1nc(SCC(=O)Nc2nnc(CC)s2)c2c(C)c(C)sc2n1	0	-1	-5	0.5	8	-11	13	5	-1
O=C1CC(c2ccccc2)CC(O)=C1C=NCc1ccccc1Cl (centres undefined)	0	3	-4	4.3	-18	2	4	13	2

Some of the entries so far, with values under each structure.
Order of values – GRK2 aptamer HTS	CTSL1 counter	procasp3 activ	PP5 inh	VLA-4 inh	core dimer inh	GASC-1 inh	procasp7 counter	PP1 counter
CCOc1cc(C(=O)OCC(=O)Nc2ccc(SC(F)F)cc2)cc(OCC)c1OCC
    3	-4	-7	7.9	3	-1	5	1	1
COCCCNc1nc2nonc2nc1N1CCC(C(C)N2CCOCC2)CC1 (centres undefined)
    0	5	2	0.2	4	-4	-10	4	-2
CN1CCN(C(=S)C(=O)Nc2ccccc2)CC1
    0	0	2	1.9	-4	-3	14	0	-1
Cc1ccc(NC(=O)c2cc([N+](=O)[O-])ccc2N2CCOCC2)cc1S(=O)(=O)N1CCOCC1
    0	4	-5	3.3	12	6	-1	0	-1

High-throughput results: PubChem BioAssay, several laboratories
